14-3-3 PPI: 14-3-3 gamma protein interaction modulation | P61981 | FP, 14-3-3gamma / TMR-pS259-Raf peptide binding | inhibition, % at 40 µM | 160,000 tested, 0.19% active | AID 422; in the data active means inhibition above about 30%;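 further: 0% = protein plus tracer without compound and 100% = blank with tracer alone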
Target sequence (P61981 whole entry, looked up): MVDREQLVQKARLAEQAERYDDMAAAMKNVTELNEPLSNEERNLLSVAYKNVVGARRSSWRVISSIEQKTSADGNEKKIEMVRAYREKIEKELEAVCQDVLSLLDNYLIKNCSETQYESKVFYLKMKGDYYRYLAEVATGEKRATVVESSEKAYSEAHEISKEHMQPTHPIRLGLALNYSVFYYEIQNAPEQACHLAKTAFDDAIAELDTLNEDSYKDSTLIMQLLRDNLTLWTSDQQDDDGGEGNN
* = called active by the depositor; & = joins results of further samples.

SMILES	14-3-3 PPI
Cc1ccc(NC(=O)c2c(-c3ccccc3)c3cc(C)ccc3[nH]c2=O)c(C(=O)c2ccccc2)c1	-5
N#CCSc1nc2cc(C(=O)N3CCCC3)ccc2c(=O)n1Cc1ccccc1	-3
c1csc(Cc2nn3c(-c4n[nH]c5c4CCC5)nnc3s2)c1	-10
COc1ccc(C(=O)COC(=O)c2cc(-c3ccccc3)nc3c(C)cccc23)cc1	-1
CC1CCC(C(=O)Oc2ccc(Br)cc2)CC1 (configuration not stated)	-5
O=C1Nc2ccccc2C(O)(C(=O)NCc2ccco2)N1c1ccc(Cl)cc1 (configuration not stated)	2
Cc1ccc(NC(=O)c2c(C)nc3sc(C(=O)N4CCCC4)c(N)c3c2-c2cccs2)c(C)c1	-32
CC1=C(C#N)C(NC(=O)C2CC2)(C(F)(F)F)C(=O)N1 (configuration not stated)	-5
O=C(CCN1C(=O)C2C3C=CC(C3)C2C1=O)Nc1ccncc1 (configuration not stated)	-1
Cc1ccc(NC(=O)c2[nH]ncc2[N+](=O)[O-])c(C)c1	3
CC(C)(C)S(=O)(=O)c1c(C(=O)O)cccc1C(=O)O	-2
CC(C)c1[nH]nc2c1C(Cc1ccccc1)C(C#N)=C(N)O2 (configuration not stated)	-6
CCc1ccc(NC(=O)c2coc(=O)c3ccccc23)cc1	-5
CC1CCN(CCCNC(=O)c2cc3c(=O)[nH]c4ccccc4c3s2)CC1	-5
CCC(Oc1ccc2c3c(c(=O)oc2c1)CCC3)C(=O)OCC(C)C (configuration not stated)	5
Cc1nc2c(C(=O)N3CCCC3)c[nH]n2c(=O)c1Cc1ccc(F)cc1Cl	-14
O=C(Nc1nnc(CCc2ccccc2)s1)c1cccc([N+](=O)[O-])c1	-6
COCCn1c(=S)[nH]c2cc(C(=O)NCCc3ccc(S(N)(=O)=O)cc3)ccc2c1=O	-8
CCC(=O)N(CCC1CCOC(C)(C)C1)Cc1ccc(OC)cc1 (configuration not stated)	8
N#Cc1c(N=Cc2cccc([N+](=O)[O-])c2)sc2c1CCCC2	-6
Cc1cc(C)nc(N2CCOCC2)n1	-3
Cc1cc(C)c(NC(=O)c2cc(S(=O)(=O)N3CC(C)CC(C)C3)ccc2F)c(C)c1 (configuration not stated)	4
COc1ccc(OC)c(S(=O)(=O)N2CCC(C(=O)NCC3CCCO3)CC2)c1 (configuration not stated)	0
CCOC(=O)c1nc2nc(C)c(Cl)c(=O)n2[nH]1	-2
O=C(Oc1ccc2ccccc2c1)c1ccccc1O	-5
Cc1ccc(/C(O)=C2\C(=O)C(=O)N(c3ccc(O)cc3)C2c2ccc(C)cc2)cc1 (configuration not stated)	-3
CC(C)(C)c1csc(NC(=O)Cn2cnc3ccccc3c2=O)n1	-6
Cc1ccc(OC(=O)c2ccc(C(=O)Oc3ccc(C)cc3)cc2)cc1	6
O=C(Nc1cc([N+](=O)[O-])ccc1F)c1cccc(Br)c1	-14
CC1=C(C(=O)Nc2ccccn2)C(c2ccccc2C(F)(F)F)C2=C(CC(C)(C)CC2=O)N1 (configuration not stated)	-7
COc1cc(C)ccc1Oc1ncnc(N)c1[N+](=O)[O-]	0
O=C(CCCCCN1C(=O)c2ccccc2C1=O)Nc1ccc2c(c1)OCO2	-17
COc1cc2c(cc1OC)C1=C(C#N)COCN1CC2	9
COc1ccc(C(=O)Nc2c(C)cc(O)cc2C)cc1	-5
O=[N+]([O-])c1ccc(N2COc3ccc4cc(Br)ccc4c3C2)cc1	-121
Cc1cc(NC(=O)c2ccc3c(c2)C(=O)N(Cc2cccnc2)C3=O)no1	-13
COc1ccc(-c2nc3ccccc3o2)cc1NC(=O)c1cc(Cl)ccc1OC	-50
N#Cc1nc(-c2ccccc2F)oc1NCC1CCCO1 (configuration not stated)	0
COc1ccc(-c2csc(NC(=O)CN3C(=O)CCC3=O)n2)c(OC)c1	-8
Cc1ccc(NC(=O)c2ccc(NCCc3ccccc3)c([N+](=O)[O-])c2)cc1F	2
CCn1c(SCC(=O)N(Cc2ccccc2)C2CCS(=O)(=O)C2)nc2ccccc2c1=O (configuration not stated)	-4
COc1ccc(N(CC(O)Cn2c3ccccc3c3ccccc32)S(=O)(=O)c2ccccc2)cc1 (configuration not stated)	-2
CCOC(=O)C1=NN=C2C(=O)N(c3ccc(C)cc3)C(=O)C12 (configuration not stated)	-3
CC(=O)c1c(C)nc2cc(Cl)ccc2c1N	0
COCCNC(=O)c1c[nH]c2ccc(S(=O)(=O)Nc3ccc4c(c3)OCCO4)cc2c1=O	-18
C=CCC1C=CCC(CC=C)N1 (configuration not stated)	-15
O=C(CCSc1ccccc1)Nc1cccc2c1C(=O)c1ccccc1C2=O	-35
O=S(=O)(NCC1CCCO1)c1cc(Cl)ccc1Br (configuration not stated)	0
Cc1cccc(-n2ccnc2SCC(=O)Nc2cccc(C)c2C)c1	1
CCOC(=O)c1c(NC(=O)c2cccc(OC)c2)sc2c1CCC(CC)C2 (configuration not stated)	7
COc1cccc(OCCCN2CCCCC2)c1	1
COc1cccc(C2CC(c3cccc(Br)c3)Nc3ncnn32)c1 (configuration not stated)	-6
CC(c1ccccc1)n1c(-c2ccncc2)n[nH]c1=S (configuration not stated)	-7
CC1=C(C(=O)OCC(C)C)C(c2ccc3c(c2)OCO3)C2=C(CC(c3ccccc3)CC2=O)N1 (configuration not stated)	-6
O=C(O)c1cc(-c2c[nH]c3ccccc23)n[nH]1	25
CC1CCN(C(=O)c2cc(-c3ccc(Cl)c(Cl)c3)on2)CC1	0
O=C(c1ccc2c(c1)N(Cc1ccccc1)C(=O)CS2)N1CCOCC1	-3
CCc1nc(SCC(=O)NCC2CCCO2)c2oc3ccccc3c2n1 (configuration not stated)	-1
CCOC(=O)c1c(C)[nH]c(C(=O)C(C)OC(=O)c2cccc(OCc3c(C)noc3C)c2)c1C (configuration not stated)	-12
COc1cc2c(cc1OC)C(COc1ccc(F)cc1)N(C(=O)CCc1ccccc1)CC2 (configuration not stated)	-15
More compounds follow:
SMILES	14-3-3 PPI
Cc1nn(-c2ccccc2)c(OC(=O)c2cc(Cl)ccc2[N+](=O)[O-])c1S(=O)(=O)c1ccc([N+](=O)[O-])cc1	-10
CSc1nsc(Br)c1NC(=O)C(F)(F)F	0
COc1cccc(NC(=O)c2cnc3n(c2=O)CCS3)c1	2
Cc1nn(C)cc1CNC(=O)c1ccc(Br)o1	-2&3
Cc1cc(N2CCN(C3CCCCC3)CC2)n2nc(C)nc2n1	1
COc1ccc(CN2CCCC(C(=O)N3CCCCC3)C2)c(OC)c1OC (configuration not stated)	-4
Cc1cc(S(=O)(=O)n2cnc3ccccc32)c(C)cc1Cl	1
CCC1CCc2nc3sc(C(=O)Nc4ccc(C)cc4)c(N)c3cc2C1 (configuration not stated)	-5
N#CCCCSc1nnnn1-c1ccccc1	3
O=C1c2cc([N+](=O)[O-])cc3cc([N+](=O)[O-])cc(c23)C(=O)N1c1cccc([N+](=O)[O-])c1	-290
CCCc1nc(NCc2ccncc2)c2nnn(Cc3ccccc3F)c2n1	3
O=C(CN1CCC(n2nnc3cc(F)ccc32)CC1)NC1CC1	-8
COc1ccc(C)cc1NC(=O)CN1CCN(CC(=O)Nc2ccc(F)cc2)CC1	-4
CCC(=O)Nc1cccc(Br)c1	-3
COc1ccc(C2C(=O)N(C3CCCCC3)CC(=O)N2Cc2ccc3c(c2)OCO3)cc1OC (configuration not stated)	4
COc1ccc(CNC(=O)c2coc(=O)c3ccccc23)cc1	-1
O=C(Nc1c(-c2ccc(F)cc2)nc2ccccn12)c1cccc(C(F)(F)F)c1	-5
O=C(NCc1ccccc1)C1CCCN(S(=O)(=O)c2cccnc2)C1 (configuration not stated)	-1
Cc1c(C#N)c2ncn(Cc3ccccc3)c(=O)c2n1-c1ccccc1	-3
O=C(NC1CCCCCC1)c1ccc(Sc2ccc(F)cc2)c([N+](=O)[O-])c1	0

Entries above containing fluorine:
SMILES	14-3-3 PPI
CC1=C(C#N)C(NC(=O)C2CC2)(C(F)(F)F)C(=O)N1 (configuration not stated)	-5
Cc1nc2c(C(=O)N3CCCC3)c[nH]n2c(=O)c1Cc1ccc(F)cc1Cl	-14
Cc1cc(C)c(NC(=O)c2cc(S(=O)(=O)N3CC(C)CC(C)C3)ccc2F)c(C)c1 (configuration not stated)	4
O=C(Nc1cc([N+](=O)[O-])ccc1F)c1cccc(Br)c1	-14
CC1=C(C(=O)Nc2ccccn2)C(c2ccccc2C(F)(F)F)C2=C(CC(C)(C)CC2=O)N1 (configuration not stated)	-7
N#Cc1nc(-c2ccccc2F)oc1NCC1CCCO1 (configuration not stated)	0
Cc1ccc(NC(=O)c2ccc(NCCc3ccccc3)c([N+](=O)[O-])c2)cc1F	2
COc1cc2c(cc1OC)C(COc1ccc(F)cc1)N(C(=O)CCc1ccccc1)CC2 (configuration not stated)	-15
CSc1nsc(Br)c1NC(=O)C(F)(F)F	0
CCCc1nc(NCc2ccncc2)c2nnn(Cc3ccccc3F)c2n1	3
O=C(CN1CCC(n2nnc3cc(F)ccc32)CC1)NC1CC1	-8
COc1ccc(C)cc1NC(=O)CN1CCN(CC(=O)Nc2ccc(F)cc2)CC1	-4
O=C(Nc1c(-c2ccc(F)cc2)nc2ccccn12)c1cccc(C(F)(F)F)c1	-5
O=C(NC1CCCCCC1)c1ccc(Sc2ccc(F)cc2)c([N+](=O)[O-])c1	0

New compounds follow:
SMILES	14-3-3 PPI
CC1=Nc2cc(C(=O)O)ccc2Sc2ccc(C)cc21	-22
CCOC(=O)c1c(NC(=O)c2ccccc2OC)sc(C(C)=O)c1C	-47
Cc1ccc(C)c(-n2nnnc2SCC(=O)NCCC2=CCCCC2)c1	-5
CCC(C)NC(=O)CN1CCN(Cc2ccc(C)cc2)C1=O (configuration not stated)	0
CCCN1C(=O)SC(CC(=O)Nc2ccc(Br)cc2)C1=O (configuration not stated)	1&2
COc1ccc(Nc2nc(-c3cc4cc(Br)ccc4oc3=O)cs2)c(OC)c1	-10
COc1cccc(CNC(=O)CCCN2C(=S)NC(C)(C)CC2C)c1 (configuration not stated)	-4
CCN1CCCC1CNC(=O)C1c2ccccc2C(=O)N(C)C1c1cccs1 (configuration not stated)	-3
CN1C(=O)NC(NC(=O)c2ccncc2)(C(F)(F)F)C1=O (configuration not stated)	-2
COc1ccc2nc(N3CCC(C(=O)N4CCCC4)CC3)sc2c1	-5
CC1(O)C=CC(C(C)(C)O)CC1 (configuration not stated)	2
O=C1NCCN1C(=O)c1ccccc1F	0
CC(=O)N1CCc2cc(Br)cc(S(=O)(=O)Nc3cccc([N+](=O)[O-])c3)c21	-6
c1ccc(-c2nc3ccccn3c2Nc2ccc3c(c2)OCCO3)cc1	-12
O=C(CCCC1=NS(=O)(=O)c2ccccc2N1)Nc1ccc(Oc2ccccc2)cc1	-10
CC[n+]1c(/C=C2\C=Cc3cc(C)ccc3N2C)sc(C)c1C	-123
CCOC(=O)c1cc(-c2ccc(Cl)s2)nc2c1c(C)nn2C	5
CCCCOC(=O)CSCC(=O)Nc1cc(C)on1	-3
COc1ccc(OC)c(C2C(C(=O)Nc3nc4ccc(Br)cc4s3)=C(C)NC3=C2C(=O)CC(C)(C)C3)c1 (configuration not stated)	-16
COC(=O)c1c(NC(=O)CCC(=O)O)sc2c1CCCCC2	-9
CC(=O)c1cccc(OC(=O)C2c3ccccc3Oc3ccccc32)c1	-2
CCCS(=O)(=O)N1CCC(C(=O)NCc2cccnc2)CC1	-6
Oc1ccc2ccccc2c1C(c1ccccc1)N1CCCCC1 (configuration not stated)	-8
COc1ccc(C=Cc2ccnc(NS(=O)(=O)c3ccc(N)cc3)n2)cc1	0
COc1ccc(-n2ncc3c(=O)n(CC(=O)N4CCCc5ccccc54)cnc32)cc1	0
Cc1ccc(S(=O)(=O)Nc2ccccc2C(=O)N=c2sc3cc(S(C)(=O)=O)ccc3n2C)cc1	2
O=C(NC1CCCC1)c1sc(=S)n2c1[nH]c(=O)c1ccc(C(=O)N3CC=C(c4ccccc4)CC3)cc12	-34
CC1CCCCC1n1c(=S)[nH]c2ccccc2c1=O (configuration not stated)	-9&-6
Cc1ccc(C2=NN(CC(=O)NCc3cccs3)C(=O)CC2)cc1	-3
CC(C)(C)OC(=O)c1c(N)n(CCCN2CCCC2=O)c2nc3ccccc3nc12	-6
Cc1cc(=O)[nH]c(SCc2cccc(Br)c2)n1	-6
CCC(C)(C)C1CCc2c(sc(NC(=O)c3ccc(C)c([N+](=O)[O-])c3)c2C(N)=O)C1 (configuration not stated)	-14
CCCCSc1oc(-c2ccc(F)cc2)nc1S(=O)(=O)c1ccc(C)cc1	-35
COc1cc2c(cc1OC)C(COc1ccc([N+](=O)[O-])cc1)N(C(C)=O)CC2 (configuration not stated)	-14
O=C(NC1CCC(NC(=O)C2CCCO2)CC1)C1CCCO1 (configuration not stated)	3
COc1ccc(N2CC(C(=O)Nc3ccccc3C(=O)NCc3ccco3)CC2=O)cc1 (configuration not stated)	-3
Nc1nc2n(n1)C(c1ccco1)CC(c1ccc(Br)cc1)N2 (configuration not stated)	3
Cc1cc(=O)oc(C)c1C(=O)NCCC1=CCCCC1	-6&1
O=S(=O)(NCCOCC(F)(F)F)c1ccc2oc3ccccc3c2c1	-6
COc1ccccc1OCCC(=O)OCC(=O)Nc1ncc(Cl)cc1Cl	-17
c1ccc(-n2nnnc2Oc2ccc(-c3nnco3)cc2)cc1	6

Screening data from PubChem.

Only part of the results is shown; rates above refer to the full screens.
